Screens from PubChem.
M. tuberculosis GlmU = inhibition of mycobacterial GlmU enzyme – biochemical, glucosamine-1-phosphate acetyltransferase (AID 1376); M. tuberculosis GlmU acetyltransferase enzyme assay; higher % means a stronger effect; inhibition, %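 (tested at 30 µM in the primary screen)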, or IC50 in µM where a hit was titrated; 0.25% of 220,000 active; in the data active = inhibition above about 13%; inconclusive = no clear call, values can overlap the other calls;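 also: 0% = complete reaction with vehicle and 100% = reaction without substrate; strong numbers were not always called active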
RmlCD inh 1536 = M. tuberculosis RmlC/RmlD inhibition; P9WH09+P9WH11; RmlC+RmlD coupled enzyme assay, percent inhibition; primary screen in compound mixtures; inhibition, % at 3.6 µM; 0.03% of 160,000 active; AID 1533; in the data active = inhibition mostly above about 34%, no sharp cut-off; inconclusive = no clear call, values can overlap the other calls; inactive = mostly below about 22%; also: some results filed as inactive read as strong as hits
Target sequence (P9WH09 whole entry, looked up): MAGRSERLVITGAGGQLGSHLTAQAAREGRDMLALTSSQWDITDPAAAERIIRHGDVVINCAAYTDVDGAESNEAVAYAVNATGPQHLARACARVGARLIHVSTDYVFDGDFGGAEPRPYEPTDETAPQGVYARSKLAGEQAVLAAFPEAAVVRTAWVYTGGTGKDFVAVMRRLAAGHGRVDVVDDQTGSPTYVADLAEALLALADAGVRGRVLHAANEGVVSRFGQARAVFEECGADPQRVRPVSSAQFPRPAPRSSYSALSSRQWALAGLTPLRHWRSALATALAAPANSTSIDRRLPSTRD
Target sequence (P9WH11 whole entry, looked up): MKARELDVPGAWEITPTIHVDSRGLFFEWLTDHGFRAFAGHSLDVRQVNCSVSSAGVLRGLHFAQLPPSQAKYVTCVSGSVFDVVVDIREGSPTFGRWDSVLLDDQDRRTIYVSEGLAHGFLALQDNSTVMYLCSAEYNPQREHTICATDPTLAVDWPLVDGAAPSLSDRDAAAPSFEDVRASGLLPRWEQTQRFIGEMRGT
Active calls of the source: *; ? = inconclusive; . = no result given.

canonical_smiles | M. tuberculosis GlmU | RmlCD inh 1536
CCOC(=O)CSc1ncc(-c2ccccc2)nn1 | 3.2% | 11
COc1ccc(-c2cn3cccnc3n2)cc1NC(=O)C1CC1 | -0.5% | -5
COc1ccccc1NC(=O)CN1C(=O)C(C)Oc2ccccc21 (centres undefined) | -5.6% | .
O=C(COC(=O)c1cc[n+]([O-])cc1)NCCc1ccc(Cl)cc1Cl | -5.2% | -13
CCOc1c(Cl)cnn(-c2ccc(C)cc2)c1=O | 1.8% | -4
CCOc1ccc2[nH]c(=O)c(CN(CCN3CCCC3)C(=S)Nc3ccccc3OCC)cc2c1 | -11% | 9
O=C(COC(=O)c1ccc2[nH]c3c(c2c1)CCCC3)Nc1ccccc1Cl | -2.5% | .
COc1ccc(-c2cc(OC)c3c(C)oc(C)c3c(=O)c2)cc1OC | 1.7% | -14
CCCOc1ccc(C2C(C(=O)c3ccc(C)o3)=C(O)C(=O)N2CCCn2ccnc2)cc1 (centres undefined) | 1.4% | .
COCCCNc1c2c(nc3nnnn13)CCCC2 | 5.2% | -3
CCOc1ccccc1N1CCN(c2nc(N)c(C#N)c(CC#N)c2C#N)CC1 | -0.9% | 6
COc1ccccc1CCNC1CCC(C(C)(C)C)CC1 (centres undefined) | -3.9% | -8
COc1ccc(NC(=O)COC(=O)c2c(C)noc2C)c(OC)c1 | -1.4% | .
CCO[C@H]1OC(C(=O)NCc2nc3ccccc3[nH]2)=C[C@@H](c2csc3ccccc23)[C@@H]1CCCO | 3.9% | .
CCCCC(=O)N/N=C/c1c(O)n(CC)c(=S)n(CC)c1=O | -2.5% | -4
COC(=O)Cc1c(C)c2ccc(OCC(C)=O)c(C)c2oc1=O | 0.4% | -2
Cc1cc(Oc2ccc(=O)[nH]n2)nc(Cl)n1 | 0.7% | 2
CC(=O)OCCOc1nc(N(C)C)nc(N(C)C)n1 | 2.3% | .
COc1ccc(S(=O)(=O)NCC(c2cccnc2)N2CCN(c3ccc(F)cc3)CC2)cc1C (centres undefined) | -1.7% | 7
Nc1ccc(C(=O)OCC(=O)NC2CCCc3ccccc32)cc1[N+](=O)[O-] (centres undefined) | 1.2% | .
COC(=O)c1c(NC(=O)CN2CCN(C(=O)c3ccco3)CC2)c2cc(C)ccc2n1C | 1.1% | 12
N/C(=N\OC(=O)c1ccccc1Cl)c1cccnc1 | 0.3% | .
Cn1c(NC(=O)c2ccc(S(=O)(=O)N3CCOCC3)cc2)cc(=O)n(C)c1=O | 3.1% | -11
CCOc1ccc(-c2cc(C(=O)O)c3ccccc3n2)c(OCC)c1 | -5.6% | .

Ordered by SMILES length (highest first): five of the compounds above.
canonical_smiles | M. tuberculosis GlmU | RmlCD inh 1536
COc1ccc(S(=O)(=O)NCC(c2cccnc2)N2CCN(c3ccc(F)cc3)CC2)cc1C (centres undefined) | -1.7% | 7
Nc1ccc(C(=O)OCC(=O)NC2CCCc3ccccc32)cc1[N+](=O)[O-] (centres undefined) | 1.2% | .
CCOc1ccc(-c2cc(C(=O)O)c3ccccc3n2)c(OCC)c1 | -5.6% | .
CC(=O)OCCOc1nc(N(C)C)nc(N(C)C)n1 | 2.3% | .
Cc1cc(Oc2ccc(=O)[nH]n2)nc(Cl)n1 | 0.7% | 2

(continued)
canonical_smiles | M. tuberculosis GlmU | RmlCD inh 1536
Cc1nc(-c2ccccc2)sc1-c1ccnn1C | 2.8% | 13
CCOC(=O)N1CCC(N(CCN(C)C)C(=S)Nc2cc(Cl)cc(Cl)c2)CC1 | -0.6% | -35
CCOc1ccccc1N1C(=O)CC(Sc2ncccc2C(=O)O)C1=O (centres undefined) | 1.7% | 6
Cc1ccn(CCC(=O)N2CCCC(CCC(=O)NCc3ccc(F)c(F)c3)C2)n1 (centres undefined) | 1.7% | .
CC(C)c1ccc2oc(=O)cc(CN3CCN(c4ccc(F)cc4)CC3)c2c1 | 1.1% | -7
N=c1c(C(=O)NCc2ccc(F)cc2)cc2c(=O)n3ccccc3nc2n1Cc1ccco1 | . | -4
Cc1cccc(OCC(=O)Nc2cccc(C(=O)NCC(C)C)c2)c1 | 5.6% | 5
CCN(CCNC(=O)C1CCCN(Cc2nc(-c3ccc(OC)cc3)oc2C)C1)c1ccccc1 (centres undefined) | 1.6% | .
O=C(NCc1cccs1)c1ccc([N+](=O)[O-])cc1Cl | -5.6% | ?
Cc1ccc(Nc2nnc(SCC(=O)Nc3ncc(C(F)(F)F)cc3Cl)s2)cc1 | 5.2% | -9
Cn1c(SCc2ccccc2F)nnc1-c1cnccn1 | 4.1% | -2
COc1ccc(/C=C(\C#N)c2n[nH]c(Cn3cncn3)n2)cc1 | -2.2% | 5
O=C(CSc1ccccc1Cl)N1CCC(c2nc3ccccc3s2)CC1 | 0.1% | -10
Cc1[nH]n(-c2ccccc2)c(=O)c1C=Nc1cccc2cccnc12 | -3.2% | 1
COc1ccc(CCN2C(=O)CC(N3CCN(S(=O)(=O)c4ccccc4)CC3)C2=O)cc1OC (centres undefined) | 0.0% | -2
CCCCn1c(N2CCC(Cc3ccccc3)CC2)nc2c1c(=O)[nH]c(=O)n2C | 0.9% | 7

4 of the compounds above, field by field:
> Cn1c(SCc2ccccc2F)nnc1-c1cnccn1
- M. tuberculosis GlmU = 4.1%
- RmlCD inh 1536 = -2
> CCCCn1c(N2CCC(Cc3ccccc3)CC2)nc2c1c(=O)[nH]c(=O)n2C
- M. tuberculosis GlmU = 0.9%
- RmlCD inh 1536 = 7
> Cc1[nH]n(-c2ccccc2)c(=O)c1C=Nc1cccc2cccnc12
- M. tuberculosis GlmU = -3.2%
- RmlCD inh 1536 = 1
> Cc1ccc(Nc2nnc(SCC(=O)Nc3ncc(C(F)(F)F)cc3Cl)s2)cc1
- M. tuberculosis GlmU = 5.2%
- RmlCD inh 1536 = -9

Other results follow.
canonical_smiles | M. tuberculosis GlmU | RmlCD inh 1536
CCOC(=O)c1sc(NC(=O)c2c(OC)cccc2OC)nc1C | 2.7% | -8
COc1ccc(OC)c(NC(=O)c2ccc3nc(-c4ccccc4)c(-c4ccccc4)nc3c2)c1 | 5.1% | -11
O=C(CNC(=O)c1ccc(F)cc1)N/N=C/c1cn[nH]c1-c1ccccc1 | -6.4% | -11
O=C(NC(c1ccccc1)C(Cl)Cl)c1ccccc1 (centres undefined) | 6.2% | 52
CC(=O)N/C(=C\c1ccccc1)C(=O)NCc1ccc2c(c1)OCO2 | 1.2% | 6
C=CCSc1nc(C)c(CC=C)c(=O)[nH]1 | 4.7% | 101
O=C(O)COc1ccccc1/C=C1\SC(=O)N(Cc2ccc(F)cc2)C1=O | 2.8% | -15
COc1ccc(OC)c(/C=N/Nc2nncn2/N=C/c2cc(OC)ccc2OC)c1 | 1.1% | -3
O=C(CNC(=O)c1cccc(Br)c1)NCCc1nc2ccccc2[nH]1 | 1.6% | 6
Cc1cc(O)ccc1NC1=CC(=O)CC(C)(C)C1 | -5.8% | 11
O=S1(=O)N=C2CCCN2C(c2ccc(F)cc2)N1 (centres undefined) | 0.4% | -1
Cc1ccccc1CSc1nnc(NC(=O)C2COc3ccccc3O2)s1 (centres undefined) | 0.1% | .
COC(=O)c1ccc(NC(=O)c2ccccc2NS(=O)(=O)c2ccccc2)cc1 | 3.1% | 20
Cc1ccc(-c2cc(-c3ccc(C)o3)nc(N)c2C#N)cc1 | 3.2% | -5
COc1ccc(N2C(=O)C3C(C2=O)C3(c2ccccc2)c2ccccc2)cc1 (centres undefined) | 0.0% | .
CCN(CC(=O)NC1CCS(=O)(=O)C1)C(=O)C(c1ccccc1)c1ccccc1 (centres undefined) | -6.0% | -4
N#CC1=C(N)N2C(=C(C#N)C13CCN(Cc1ccccc1)CC3)Nc1ccccc12 | 2.0% | .
COC(=O)CN1C(=O)C(O)(CC(=O)c2ccc(C)cc2)c2cc(Br)ccc21 (centres undefined) | -0.2% | -6
O=C1c2ccccc2C(=O)N1c1cccc(-c2nc3ccccc3o2)c1 | 4.9% | 10
CCN(CC)S(=O)(=O)c1ccc(NC2c3ccccc3C(=O)N2Cc2ccc3c(c2)OCO3)cc1 (centres undefined) | 0.4% | 9
CCC(=O)Nc1ccc(N2CCOCC2)c(S(=O)(=O)Nc2ccc(OC)cc2)c1 | -2.4% | 4
COc1ccc(C(=O)NNC(=O)CSc2nnc(COc3ccc4ccccc4c3)n2C)cc1 | 3.1% | .
CCN(CC)c1ccc2cc(C(C)=O)c(=O)oc2c1 | 5.9% | 3
COc1ccc(C(C(=O)NC2CCCC2)N(C(=O)c2snc(-c3ccc(F)cc3)c2N)c2ccc(F)cc2)cc1 (centres undefined) | -0.6% | 9
COc1ccc2c(c1)Cc1sc(NC(=O)c3cccnc3)nc1-2 | 10% | 4
Nc1c2c(nc3sc4c(c13)CCCC4)CCCC2 | 2.3% | 11
Cc1ncc(CN2CCN(CCC(C)C)C(CCO)C2)s1 (centres undefined) | -5.6% | -2
Cc1cc(C)n(C(=O)c2sc3cc(F)ccc3c2Cl)n1 | -1.6% | .
Cc1ccc2cc(CN(Cc3ccc(F)cc3)Cc3nnnn3C3CCCC3)c(=O)[nH]c2c1 | -4.2% | 1
C=CCn1c(-c2ccccc2)ccc(C#N)c1=O | 2.0% | -5
COc1ccccc1-n1cnc2c(c1=O)c1nc3ccccc3nc1n2-c1ccc(C)c(C)c1 | -1.9% | 10
Cc1ccc(Nc2ncc(C(=O)NCCCN3CCN(C)CC3)c3ccccc23)cc1Cl | -8.0% | -8
N/C(=N\NC(=O)c1cccc(F)c1)c1cc2ccccc2oc1=O | -3.9% | -5
Fc1cccc(Nc2nc3ccccc3n3nnnc23)c1 | 3.0% | .
O=C(CNC(=O)c1cc2c(s1)CCC2)Nc1ccccc1Br | -2.9% | -11
C/C(=N\NC(=O)c1c(C)nc2ccccn12)c1ccc(N2CCOCC2)cc1 | 3.3% | 0
COc1ccccc1NC(=O)c1ccc(NC(=O)COC(=O)C2CCCO2)cc1 (centres undefined) | 2.0% | -4
CS(=O)(=O)N1CCN(c2ccccc2NC(=O)c2ccc(-c3ccc(Cl)cc3Cl)o2)CC1 | 3.3% | 7
CCCCCC(=O)NNC(=S)NC(=O)c1ccccc1[N+](=O)[O-] | 8.8% | 3
COc1ccc(N(Cc2cc3ccccc3[nH]c2=O)C(=O)C2CCCO2)cc1 (centres undefined) | 2.2% | -3
CCCOc1ccc(N2C(=O)CC(N(CCC)C(=O)CCC(=O)O)C2=O)cc1 (centres undefined) | -0.8% | -9
Cc1ccc(-n2c(SCC(=O)Nc3ccc4c(c3)OCO4)nnc2-c2ccoc2C)cc1 | -2.6% | 8
COc1ccc(CC(NC(C)=O)C(=O)NC2CCN(C(=O)c3ccc(OC)c(OC)c3)CC2)cc1OC (centres undefined) | -0.5% | -4
COc1cc(NC(=O)c2csc3c2CCCC3)ncn1 | -2.9% | 6
O=C(CSc1ccc(Cl)cc1)Nc1ccc(N2CCN(C(=O)c3ccco3)CC2)cc1 | 5.3% | -5
CCN1CCN(C(=O)c2cc3c(-c4ccc(Cl)cc4)nn(C)c3s2)CC1 | -3.1% | 10
COc1cccc2cc(C(C)N(CCCN3CCOCC3)C(=S)Nc3cc(C)ccc3C)oc12 (centres undefined) | 2.5% | 8
CCOc1ncccc1C(=O)Nc1ccc(Cl)cc1 | 2.4% | .
Oc1cc2c(cc1C(c1ccc(Br)cc1)N1CCCC1)OCO2 (centres undefined) | 7.4% | 13
CC(C)(C)C(=O)OCc1nc(-c2ccc(F)cc2)cs1 | . | -5
C=CCNc1nc(N)c(C(=C(C#N)C#N)c2ccc(Br)cc2)s1 | -0.4% | -6
COc1ccc(CC(=O)OC(C)CN2CCCCC2)cc1 (centres undefined) | 4.7% | 8
CC(NCc1ccccc1)c1ccccc1O (centres undefined) | 0.8% | -26
c1ccn2cc(C34CC5CC(CC(C5)C3)C4)nc2c1 | 0.1% | .
Cc1ccc2[nH]c(=O)c(CN(Cc3ccc4c(c3)OCO4)Cc3nnnn3Cc3ccco3)cc2c1 | 1.6% | 14
CCCn1c(N)c(C(=O)CSc2nc(C)cs2)c(=O)n(C)c1=O | 0.9% | .

Next results follow:
canonical_smiles | M. tuberculosis GlmU | RmlCD inh 1536
COc1ccc(NC(=O)Nc2nnc(-c3cccs3)s2)cc1 | 9.0% | -11
CCOC(=O)C1(Cc2ccc(Cl)cc2)CCN(C(=O)CCc2cnccn2)CC1 | -2.4% | .
CCN1C(=O)CSc2ccc(C(=O)NC3CCCCC3)cc21 | -1.5% | -27
O=C(Nc1ccc(CN2CCS(=O)(=O)CC2)cc1)c1ccc(C(F)(F)F)cc1 | 0.6% | .
Cc1csc(C(=O)NN)c1N(C)C | 4.6% | 9
CC(c1nccs1)N(C)c1nc2nonc2nc1NC1CC1 (centres undefined) | -4.0% | 2
COc1ccc(CN2CN(S(=O)(=O)c3cccs3)c3nc4ccccc4nc32)cc1 | -6.0% | 8
CCOC(=O)c1sc(NC(=O)C2C3C=CC(C3)C2C(=O)O)nc1C (centres undefined) | -2.3% | .
Cc1cc(S(=O)(=O)N2CCN(c3ccccc3O)CC2)c(C)s1 | -2.4% | -5
CNC(=O)c1c(Br)cnn1-c1ccc(C)cc1 | 4.3% | 2
CCn1c(SCC(=O)OC)nc2sc3c(c2c1=O)CCC3 | -2.7% | 2
N#Cc1cccc(NC(=O)COC(=O)c2ccccc2C(=O)c2ccc(Cl)c([N+](=O)[O-])c2)c1 | -3.4% | -7
O=C(CSc1nc(C2CCCCC2)nc2ccccc12)N1CCCC1 | 1.1% | -7
COc1ccc(CNC(=O)c2cc(-c3ccccc3OC)on2)cc1 | -2.2% | 8
Cn1c(/C(C#N)=C/Nc2ccccn2)nc2ccccc21 | 2.7% | 11
CCCCc1nc2ccc(S(=O)(=O)O)cc2[nH]1 | 3.6% | .

Some of the compounds tested; rates above refer to the full screens.
